Screens: PubChem BioAssay, several laboratories
dFosB act – activators of delta FosB homodimer, primary screen, biochemical, fluorescence polarization, TAMRA-CDK5 oligo, single point; actives 0.99% (n = 340,000); purified delta FosB; percent of positive-control signal above neutral wells; activation, % at 25 µM; Protein FosB (Mus musculus), P13346;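 active means mean activation above about 17%, with every replicate also reaching it, limit read from the data, passing the limit was not always enough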;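 further: fluorescence polarization rise as delta FosB binds a TAMRA Cdk5 AP-1 oligo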
SR-BI HDL uptake – inhibitors of SR-BI mediated HDL lipid uptake, primary screen, ldlA[mSR-BI] cells, fluorescence, single point | AID 488896, 2010 | Scavenger receptor class B member 1 (Mus musculus), Q61009 | actives 0.96% (n = 320,000) | inhibition, % at 12.5 µM | ldlA[mSR-BI] CHO cells, DiI-HDL uptake fluorescence, 3 h;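 active means mean replicate inhibition of at least 70% and a set share of replicates each scoring 70 or more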;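 further: 0% = median of neutral control wells and 100% = median of positive control wells; values of inactives mirror those of a sister screen read the other way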
MITF act – activators of MITF-driven TRPM1 promoter reporter, primary screen, cell-based, SK-MEL-5, luciferase, single point. SK-MEL-5 TRPM1-promoter luciferase, 24 h; % of positive control, neutral wells = 0. actives 0.75% (n = 300,000). activation, % at 12.5 µM;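 active means mean activation of at least 80% with every replicate also reaching 80%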;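 further: 0% = neutral control wells and 100% = parthenolide positive control wells; values of inactives mirror those of a sister screen read the other way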
SR-BI DiI-HDL act – activators of SR-BI mediated DiI-HDL uptake, primary screen, ldlA[mSR-BI] CHO cells, DiI fluorescence; AID 504775, 2011; activation, % at 12.5 µM; actives 0.096% (n = 320,000); 3 h; 100 = double the neutral-control signal;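 active means mean replicate activation of at least 60% and every replicate at or above 60%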;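 further: 0% = median plate neutral-control signal and 100% = twice that signal; values of inactives mirror those of a sister screen read the other way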
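Assay system: LDL receptor-deficient CHO ldlA cells overexpressing murine SR-BI / Medium: BSA-supplemented, HEPES-buffered Ham's F12, pH 7.4 / Probe or stimulus: DiI-labelled HDL at 10 µg/mL final / Timing: compound with DiI-HDL co-incubation, 3 h at 37 °C / Technique: bottom-read cell fluorescence after medium removal, ex 550/em 595 nm / Measure: HDL uptake via cellular fluorescence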
CDK5 p35 inh – inhibitors of human CDK5/p35 kinase, primary screen, biochemical, single concentration. Recombinant CDK5/p35, ADP-Glo luminescence, 60 min. actives 0.01% (n = 330,000). inhibition, % at 10 µM. AID 488839, 2010. Cyclin-dependent kinase 5 (Homo sapiens) + Cyclin-dependent kinase 5 activator 1 (Homo …;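 active means highest replicate inhibition of at least 50% and at least 75% of replicates reaching 50%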;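 further: plate controls were DMSO neutral control for no effect and GW8510 at 10 µM for full effect; many of its hits are not listed in these tables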
Target sequence (Q00535 whole entry, looked up): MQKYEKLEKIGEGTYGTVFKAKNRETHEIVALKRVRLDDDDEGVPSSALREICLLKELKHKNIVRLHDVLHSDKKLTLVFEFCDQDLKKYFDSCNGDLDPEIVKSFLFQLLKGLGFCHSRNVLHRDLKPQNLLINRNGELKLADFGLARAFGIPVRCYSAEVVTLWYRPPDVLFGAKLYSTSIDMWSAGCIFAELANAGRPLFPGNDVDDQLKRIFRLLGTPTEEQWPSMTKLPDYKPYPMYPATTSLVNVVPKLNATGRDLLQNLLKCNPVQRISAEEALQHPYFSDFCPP
Target sequence (Q15078 whole entry, looked up): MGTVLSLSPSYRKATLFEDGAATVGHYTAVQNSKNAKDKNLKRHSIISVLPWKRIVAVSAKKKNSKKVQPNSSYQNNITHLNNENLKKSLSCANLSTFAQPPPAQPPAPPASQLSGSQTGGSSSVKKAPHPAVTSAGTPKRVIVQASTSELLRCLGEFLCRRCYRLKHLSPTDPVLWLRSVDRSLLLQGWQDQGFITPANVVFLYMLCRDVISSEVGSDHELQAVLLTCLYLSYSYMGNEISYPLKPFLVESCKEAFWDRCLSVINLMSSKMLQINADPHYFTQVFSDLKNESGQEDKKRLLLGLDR
PKA-R1A act – activators of PKA-R1A holoenzyme, primary screen, biochemical, fluorescence polarization, Cy5-IP20, bovine R1A, mouse PKAc | cAMP-dependent protein kinase type I-alpha regulatory subunit (Bos taurus) + … | PKA-R1A dissociation; scaled: DMSO 0%, 113 µM cGMP 100% | activation, % at 11.4 µM | actives 0.083% (n = 340,000);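 active means percent activation above the mean of all tested compounds plus 3 SD, cut at about 19% in these data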;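 further: higher means more PKAc released from R1A so a rise in polarization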
Mot1-301 SUMO – yeast Mot1-301 growth rescue at high temperature, primary screen, SUMOylation pathway inhibitor project, S. cerevisiae, ATP luminescence, 38.5C. AID 2716, 2010. S. cerevisiae Mot1-301 growth rescue; percent above DMSO median, 100 means doubled. actives 1% (n = 320,000). growth rescue, % at 18.8 µM;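 active means every valid replicate shows activation above 250% relative to neutral control wells; inactive means the rest, any valid replicate at or below 250%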;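 further: OY570 slx delta 5 strain wells were the positive control but not used for scaling; some compounds called inactive have numbers as strong as hits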
Arrestin-AP2 inh – inhibitors of beta-arrestin/AP2 binding, primary screen, biochemical, GPCR trafficking, flow cytometry. beta-arrestin 1 C-terminal peptide binding to AP2 beta2-adaptin appendage (human). actives 0.31% (n = 340,000). AID 504490, 2011. inhibition, % at 10 µM. FITC-arrestin peptide / GST-AP2 beads; AP2 beta2 appendage carries R879A mutation;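 active means inhibition above a set limit, near 3 SD of compounds lacking own fluorescence, cut at about 54% in these data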;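 further: plate controls were DMSO wells for no effect and 5 µM unlabelled arrestin peptide for full effect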
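System: GST-AP2 R879A bound to glutathione beads, E. coli-expressed. Also added: 50 nM FITC-arrestin peptide. Schedule: compound with beads 12 min RT, then probe 1 h RT. Signal: bead flow cytometry, FITC channel. Read-out basis: percent response.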
NSD2 inh – NSD2 histone methyltransferase inhibitors, primary screen, biochemical, AlphaScreen, single concentration, set 2; Histone-lysine N-methyltransferase NSD2 (Homo sapiens), O96028; NSD2 peptide methylation, 120 min; inhibition, % at 12.5 µM; actives 0.54% (n = 310,000); in the data active means inhibition above about 50%
PKA-R2B act – activators of PKA-R2B holoenzyme, primary screen, biochemical, fluorescence polarization, Cy5-IP20, human. cAMP-dependent protein kinase catalytic subunit beta (Homo sapiens) + cAMP-dependent …. PKA-R2B holoenzyme dissociation; R2B truncated from residue 108, S112A mutant; 0% DMSO only, 100% 113 µM cGMP. activation, % at 11.4 µM. actives 0.079% (n = 340,000). AID 504700, 2011;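 active means activation above a cutoff set at the mean over all compounds plus 3 SD, cut at about 18% in these data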;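 further: higher means more holoenzyme dissociation and a rise in polarization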
Target sequence (P31323 whole entry, looked up, other chains not shown, the tested form may be a part): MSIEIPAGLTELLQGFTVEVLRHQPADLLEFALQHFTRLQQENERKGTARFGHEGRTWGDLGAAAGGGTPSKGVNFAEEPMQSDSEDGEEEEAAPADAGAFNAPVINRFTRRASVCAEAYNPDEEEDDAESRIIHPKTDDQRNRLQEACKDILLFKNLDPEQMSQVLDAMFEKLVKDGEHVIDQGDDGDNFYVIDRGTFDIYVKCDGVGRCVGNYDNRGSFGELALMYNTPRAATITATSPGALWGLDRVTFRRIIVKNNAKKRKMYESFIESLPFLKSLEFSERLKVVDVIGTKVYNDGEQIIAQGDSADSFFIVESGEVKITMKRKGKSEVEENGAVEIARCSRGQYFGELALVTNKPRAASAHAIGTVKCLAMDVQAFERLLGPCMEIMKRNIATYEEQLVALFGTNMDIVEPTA
DSG3 Ab inh – inhibitors of pemphigus antibody binding to DSG3, primary screen, biochemical, bead-based, flow cytometry, scFv-GFP; binding (percent of control), % at 10 µM; DSG3-coupled beads, scFv-anti-DSG3-GFP binding; stronger effect = lower value; Desmoglein-3 (Homo sapiens), P32926; actives 0.48% (n = 310,000);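 active means binding more than 3 SD below its plate's average and above zero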;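 further: hits lower antibody fragment binding to DSG3; some compounds called inactive have numbers as strong as hits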
* = called active by the depositor; . = not tested or not shown. Rows were taken by chance; any-hit rate near 4.7%.

Results follow in this order: PKA-R2B act, Mot1-301 SUMO, NSD2 inh, dFosB act, SR-BI HDL uptake, DSG3 Ab inh, MITF act, PKA-R1A act, CDK5 p35 inh, Arrestin-AP2 inh, SR-BI DiI-HDL act
1. Cc1ccccc1NC(=O)C1CCCN(S(=O)(=O)c2c(C)noc2C)C1 (configuration not stated)
 : 3.0, -0.9, -3.1, -3.5, -1.5, 100.9, 1.3, -12.2, 1.9, -10.6, 1.5
2. COCCNc1nc(-c2cc(-c3ccc(Cl)cc3)on2)cc(C(C)C)n1
 : -3.8, 18.8, ., -8.1, 49.0, 103.6, 8.8, 0.3, 0.2, -9.9, -49.0
3. NC(=O)COC(=O)c1ccccc1OCc1ccc(Cl)cc1
 : 3.5, 39.5, ., -2.7, 5.1, 99.4, -14.3, -10.8, 1.2, 29.6, -5.1
4. COC(=O)CSc1nnc(CNS(=O)(=O)c2ccc(C)cc2)n1C
 : -2.5, 0.1, ., -2.8, -5.6, ., 2.2, -6.6, -1.7, -0.5, 5.6
5. COc1ccc(C2CC(=O)OC3=C2C(=O)CC(C)(C)C3)c(OC)c1 (configuration not stated)
 : -1.4, 5.4, 0.9, 7.0, -1.5, 118.7, -2.2, -12.6, 0.6, 12.7, 1.5
6. CCOc1ccc(CC(=O)N/N=C/c2sccc2C)cc1
 : -3.0, 5.1, 0.7, -12.5, 5.4, 105.8, 7.1, -2.0, -1.3, -11.6, -5.4
7. O=C(N/N=C/c1cccc([N+](=O)[O-])c1)c1c[nH]c2ccccc12
 : 1.5, 7.1, -0.5, 4.4, 6.1, 114.1, ., -4.9, 0.0, -2.6, -6.1
8. c1ccc(-n2cnc3cc(NCc4ccccn4)ccc32)cc1
 : -0.8, 22.8, 12.1, -6.0, 1.7, 102.6, 31.3, -14.9, -1.9, 17.0, -1.7
9. Cc1nn(-c2ccccc2)c(N2CCCCC2)c1/C=N/NC(=O)c1ccncc1
 : -7.7, -0.8, 0.4, -16.7, 87.4*, 83.4, -16.1, 4.8, 0.3, 2.5, -87.4
10. Cn1c(CCN2CCCCC2)nc2cc(NS(=O)(=O)c3ccc(Cl)cc3)ccc21
 : -10.9, 4.9, 1.2, -3.2, 27.4, 98.8, ., -8.6, -0.2, 1.9, -27.4
11. Nc1cccc(Oc2cnccn2)c1
 : 4.3, 2.6, -0.5, 7.9, -26.7, 103.5, -10.1, -6.3, 1.3, 33.4, 26.7
12. CC(C)c1ccc(NC(=O)CN2CCN(C(=O)C3CCCO3)CC2)cc1 (configuration not stated)
 : -7.2, -9.1, -0.7, 1.7, -16.7, ., 3.4, 2.7, -3.6, -3.1, 16.7
13. Nn1c(SCC(=O)Nc2c(Cl)cccc2Cl)nncc1=O
 : 11.8, 14.7, -1.8, 4.6, -7.3, 102.9, -13.3, -3.7, 1.0, 25.2, 7.3
14. COc1ccccc1CNC(=O)COC(=O)CSc1ccc(C)c(C)c1
 : -12.2, ., -0.8, -12.8, -6.4, 99.4, 0.2, 1.1, -2.8, -10.2, 6.4
15. CC(C)(C)NC(=O)NC(=O)CN1CCN(c2ccccc2O)CC1
 : -4.8, -5.0, -0.4, 4.1, -23.3, 104.5, -8.1, -9.0, 0.0, 15.9, 23.3
16. O=C(CSc1nc2ccccc2c(=O)n1C1CC1)NCc1ccccc1
 : 12.1, 27.6, 0.4, -3.3, 12.5, ., ., -6.9, -3.0, -3.8, -12.5
17. CC(=O)n1c(Cl)c(NC(=O)CCl)c2ccccc21
 : 3.5, 1.1, ., 0.6, -36.1, 103.3, -3.6, 6.0, -0.5, -6.5, 36.1
18. COc1ccccc1CNC(=O)Cc1ccc(Br)cc1
 : 0.0, -1.6, -1.7, -3.8, -17.8, 118.4, 1.4, -9.7, 1.6, 12.6, 17.8
19. CC1CCCN(CC(O)COCc2ccc3c(c2)OCO3)C1 (configuration not stated)
 : -3.8, 119.0, 7.3, -6.8, -19.5, 96.9, 18.3, -8.5, 2.4, 19.9, 19.5
20. CCOC(=O)N1CCc2c(sc3c2c(=O)n(Cc2ccccc2)c(=O)n3Cc2ccc(C)cc2)C1
 : -0.2, 0.3, ., -1.2, -33.7, 103.4, 0.9, 0.9, -2.1, 4.0, 33.7
21. O=C(CN1CCN(Cc2ccccc2F)C1=O)NCc1cccnc1
 : 1.3, -0.6, ., -0.1, ., 98.0, -13.9, -9.6, -0.2, 0.2, .
22. CCCCN(C)C(=O)c1cc2c(s1)-c1ccccc1S(=O)(=O)C2
 : 3.5, 4.3, 15.6, 1.2, 20.2, 84.5, 16.3, 0.1, 0.5, 38.3, -20.2
23. CCOC(=O)CCc1c(C)nc2cc(-c3ccc(F)cc3)[nH]n2c1=O
 : -5.2, 3.4, 0.4, -7.3, -1.1, ., 29.6, -9.0, -5.9, -3.5, 1.1
24. O=C1CCCN1CCCNc1ncnc2c1[nH]c1ccc(Cl)cc12
 : -8.8, -0.8, 1.2, -3.9, 11.3, 104.2, 10.8, -4.1, -1.2, -1.6, -11.3
25. O=C(O)c1[nH]c2ccccc2c1-c1ccccc1
 : -2.7, 2.6, 0.0, -5.6, -6.3, 104.2, 3.5, -5.6, -1.9, -1.4, 6.3
26. COc1cccc(C(C(=O)NC(C)(C)C)N(C(=O)CCC(=O)Nc2cc(C)on2)c2ccc3c(c2)OCCO3)c1OC (configuration not stated)
 : 9.1, 125.9, 2.5, -19.0, -16.4, 97.5, 4.7, 15.0, -2.1, 0.2, 16.4
27. COc1ccccc1NS(=O)(=O)c1ccc(N2CCOCC2)c(N)c1
 : -10.3, -12.8, -1.3, -7.0, 2.4, 90.7, 16.5, -4.5, 0.0, -7.9, -2.4
28. c1ccc(CCNCC2COc3ccccc3O2)cc1 (configuration not stated)
 : -2.8, 2.5, 28.4, 0.3, -10.2, 103.3, ., 2.1, 1.0, 55.2*, 10.2
29. Cc1cc(S(=O)(=O)/N=C(\N)c2ccc(C(N)=O)cc2)cc(C)c1F
 : 5.9, -8.7, -2.2, -1.1, 8.7, 102.4, ., 4.6, -1.8, 9.1, -8.7
30. COc1ccc(C2C(C(=O)NCc3ccccn3)CCC(=O)N2c2cc(OC)c(OC)c(OC)c2)cc1 (configuration not stated)
 : -0.5, 53.4, -5.0, -13.6, ., 94.3, 3.1, -11.3, -0.7, -17.6, .
31. Cc1ccc(OCC(=O)NC2CCS(=O)(=O)C2)cc1 (configuration not stated)
 : -10.8, -7.2, 0.2, 3.3, -10.0, 96.4, 1.3, -1.9, 0.6, -5.1, 10.0
32. O=C(Oc1ccc2c(c1)OCO2)c1cccs1
 : -1.4, 478.2*, -2.9, 5.2, -13.3, 82.5, 11.4, -1.0, 1.6, 14.6, 13.3
33. CCC(Cc1ccccc1)NC(=O)CCn1cccc1 (configuration not stated)
 : 9.3, 1.8, 2.7, 6.1, -15.3, ., ., -13.6, -1.3, 26.0, 15.3
34. O=C(Cn1cnnn1)NCCc1ccc(Cl)cc1Cl
 : 5.4, -14.8, -1.6, -2.6, ., 115.0, -18.3, -2.6, -1.5, 11.2, .
35. O=C(Nc1ccc(C(=O)OC2CCCCC2)cc1)c1ccncc1
 : 11.6, 7.8, 1.1, -24.6, 26.2, 95.7, -7.9, 2.7, 0.1, 9.0, -26.2
36. Cc1cc(=O)oc2cc(NC(=O)C(C)N3C(=O)C4CCCCC4C3=O)ccc12 (configuration not stated)
 : 5.0, 19.8, 1.0, -2.6, -0.1, 112.5, 3.1, 7.3, -1.4, -8.7, 0.1
37. Cc1cc(C(C)(C)C)ccc1OC(=O)C1=CC=CN2CCS(=O)(=O)N=C12
 : -0.7, ., 1.6, -3.6, -10.5, 95.6, 12.0, 0.3, 0.2, 7.7, 10.5
38. N#C/C(=C\c1cccnc1)C(=O)Nc1ccc(S(N)(=O)=O)cc1
 : 12.6, -16.4, 2.5, -3.3, 20.3, ., -14.0, 1.1, 1.2, 7.6, -20.3
39. CCCCn1nc(C(=O)NCC2COc3ccccc3O2)c2ccccc2c1=O (configuration not stated)
 : -7.5, 4.0, -2.9, -12.2, -7.7, 96.4, 5.2, -4.6, 0.7, -19.5, .
40. CC(=O)Nc1cccc(C(=O)NNC(=O)c2n[nH]c(=O)c3ccccc23)c1
 : 5.1, -12.7, 5.0, -1.3, -2.7, 97.4, 7.8, 2.8, 0.7, 38.0, 2.7
41. Cc1sc2ncn(CC(=O)NCCCC(=O)N3CCN(c4ccccc4F)CC3)c(=O)c2c1C
 : -3.0, -1.2, -0.8, -5.5, 11.1, ., -14.4, -1.7, 1.7, 12.1, -11.1
